Screening data (PubChem BioAssay)
PLCb3 inh: human PLC-beta3 inhibitors, primary screen, biochemical, fluorescence. Purified PLC-beta3, fluorogenic substrate. inhibition, % at 12.2 µM. actives 0.18% (n = 370,000). AID 720704, 2013; in the data active = inhibition above about 11%;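 note: 0% = median of compound wells on plate and 100% = full blocker control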
Target sequence (Q01970 whole entry, looked up): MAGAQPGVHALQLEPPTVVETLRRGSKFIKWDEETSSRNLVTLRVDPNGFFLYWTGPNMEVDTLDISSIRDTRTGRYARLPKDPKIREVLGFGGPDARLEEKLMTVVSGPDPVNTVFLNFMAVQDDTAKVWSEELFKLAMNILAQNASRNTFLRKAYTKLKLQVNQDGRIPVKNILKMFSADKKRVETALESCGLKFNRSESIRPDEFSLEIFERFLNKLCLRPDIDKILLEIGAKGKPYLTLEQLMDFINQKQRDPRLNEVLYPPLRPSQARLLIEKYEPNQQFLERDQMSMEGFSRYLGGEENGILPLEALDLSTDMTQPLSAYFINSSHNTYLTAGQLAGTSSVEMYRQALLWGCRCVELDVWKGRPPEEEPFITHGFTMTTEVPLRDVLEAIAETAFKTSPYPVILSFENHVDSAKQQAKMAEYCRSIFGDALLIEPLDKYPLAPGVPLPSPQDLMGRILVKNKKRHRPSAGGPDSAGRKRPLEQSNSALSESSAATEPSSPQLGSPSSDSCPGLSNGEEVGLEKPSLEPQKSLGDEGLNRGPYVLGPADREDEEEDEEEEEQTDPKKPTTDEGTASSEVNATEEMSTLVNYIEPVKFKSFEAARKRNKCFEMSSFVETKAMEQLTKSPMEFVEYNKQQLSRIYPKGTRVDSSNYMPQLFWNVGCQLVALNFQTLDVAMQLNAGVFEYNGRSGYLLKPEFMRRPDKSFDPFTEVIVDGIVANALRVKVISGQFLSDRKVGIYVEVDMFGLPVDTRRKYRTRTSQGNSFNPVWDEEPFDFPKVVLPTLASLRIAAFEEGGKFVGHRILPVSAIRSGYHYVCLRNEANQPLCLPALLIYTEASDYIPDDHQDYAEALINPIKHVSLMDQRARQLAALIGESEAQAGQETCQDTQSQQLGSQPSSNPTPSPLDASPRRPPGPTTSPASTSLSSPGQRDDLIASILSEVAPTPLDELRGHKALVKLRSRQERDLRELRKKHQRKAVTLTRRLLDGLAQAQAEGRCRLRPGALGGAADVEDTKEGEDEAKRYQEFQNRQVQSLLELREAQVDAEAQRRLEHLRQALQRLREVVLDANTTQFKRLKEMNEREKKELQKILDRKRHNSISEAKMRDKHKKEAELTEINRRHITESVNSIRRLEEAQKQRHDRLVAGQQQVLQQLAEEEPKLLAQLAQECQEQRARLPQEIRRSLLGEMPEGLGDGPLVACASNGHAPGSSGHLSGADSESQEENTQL
ssDAF12 agonist: S. stercoralis DAF-12 nuclear receptor activators, primary screen, cell-based, luminescence, HEK293, GRIP1 co-expression, lit1-tk-luc. HEK293 ssDAF-12/GRIP1 lit1-tk-luc reporter; % of 3 µM dafachronic acid response. activation, % at 6.8 µM. actives 1% (n = 370,000). AID 652126, 2013;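 active = activation above the mean over all tested compounds plus 3 SD, cut at about 0.9% in these data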;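 note: 0% = DMSO-only wells and 100% = 3 µM delta7-dafachronic acid wells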
MBD2 inh: inhibitors of MBD2 binding to methylated DNA, primary screen, biochemical, TR-FRET, DNA-binding domain, human; actives 0.31% (n = 370,000); inhibition, % at 4.4 µM; MBD2 binding to methylated oligonucleotide; in the data active = inhibition above about 13%
PLCg1 inh: PLC-gamma1 enzyme inhibitors, primary screen, biochemical, fluorescence, purified enzyme. 1-phosphatidylinositol 4,5-bisphosphate phosphodiesterase gamma-1 (Homo sapiens), P19174. fluorogenic substrate. inhibition, % at 12.2 µM. actives 0.84% (n = 370,000); in the data active = inhibition above about 9.5%
hcDAF12 agonist: H. contortus DAF-12 nuclear receptor activators, primary screen, cell-based, luminescence, HEK293, lit1-tk-luc reporter; HEK293 hcDAF-12 lit1-tk-luc reporter; 0% DMSO, 100% Δ7-dafachronic acid; activation, % at 6.8 µM; actives 1.4% (n = 370,000); AID 652067, 2013;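 active = activation above the mean of all tested compounds plus 3 SD, cut at about 5.5% in these data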;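 note: 100% = response to 3 µM Δ7-dafachronic acid high control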
ADAM17 inh: ADAM17 inhibitors, primary screen, biochemical, QFRET; actives 0.83% (n = 370,000); AID 720648, 2013; inhibition, % at 6.95 µM; Disintegrin and metalloproteinase domain-containing protein 17 (Homo sapiens), P78536; recombinant ADAM17, EDANS/DABCYL FRET peptide cleavage;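 active = inhibition above the mean of compounds lying between control limits plus 3 SD, set per campaign, cut at about 8.5% in these data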;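 note: 0% = DMSO-only wells as the low control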
DAX1 inh-1: DAX1 (NR0B1) inhibitors, primary screen, cell-based, HEK293, Gal4-DAX1, luciferase luminescence; HEK293 Gal4-DAX1 luciferase reporter; inhibition, % at 6.75 µM; actives 0.99% (n = 340,000); AID 504766, 2011;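 active = inhibition above the mean over all tested compounds plus 3 SD, cut at about 4.2% in these data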;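 note: 0% = DAX1-transfected cells with DMSO and 100% = empty-vector control cells with DMSO; inhibition shows as a rise in luminescence from relieved DAX1 repression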
NR1D1 modulator: modulators of Rev-erb alpha DNA binding, primary screen, biochemical, FITC-DNA, fluorescence polarization, uHTS; Nuclear receptor subfamily 1 group D member 1 (Homo sapiens), P20393; Rev-erbα–FITC-DNA binding, 90 min; actives 0.79% (n = 370,000); activity, % at 10 µM;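 active = activity above about 14%, limit read from the data; passing the limit was not always enough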;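 note: 0% = DMSO wells with 35 nM protein and 100% = DMSO wells with 750 nM protein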
hgDAF-12 ag: H. glycines DAF-12 receptor agonists, primary screen, cell-based, luminescence, HEK293, GAL4 fusion, UAS-luciferase; HEK293 GAL4-hgDAF12 UAS-luciferase reporter, agonist luminescence; normalized to butyrate control; actives 1.8% (n = 370,000); AID 687014, 2013; Nuclear hormone receptor DAF-12 (Heterodera glycines), GAL4 fusion; activation, % at 6.8 µM;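 active = activation above a cutoff set at the mean of all screened compounds plus 3 SD, cut at about 10% in these data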;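 note: 0% = DMSO wells and 100% = sodium butyrate wells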
DAX1 inh-2: DAX1 (NR0B1) inhibitors on StAR promoter, primary screen, cell-based, luminescence, SF-1 (NR5A1), full-length DAX-1; HEK293T StAR-luciferase reporter, SF-1/DAX-1 repression relief; inhibition, % at 6.8 µM; actives 1.1% (n = 370,000); AID 652010, 2013;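 active = inhibition above the mean over all tested compounds plus 3 SD, cut at about 3.6% in these data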;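 note: 0% = DAX-1 cells with DMSO and 100% = cells lacking DAX-1 with DMSO; higher inhibition means more luminescence from relief of DAX-1 repression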
SMARCA2 activ: SMARCA2 (BRM) function activators, primary screen, cell-based, luminescence, high throughput. actives 1% (n = 370,000). activation, % at 9.1 µM. MG213 cells, MMTV-luciferase reporter, dexamethasone, overnight. AID 652017, 2013; in the data active = activation above about 7.8%;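 note: 0% = vehicle wells and 100% = reference activator wells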
An asterisk follows results filed as active; / = not tested or not shown.

SMILES	PLCb3 inh	ssDAF12 agonist	MBD2 inh	PLCg1 inh	hcDAF12 agonist	ADAM17 inh	DAX1 inh-1	NR1D1 modulator	hgDAF-12 ag	DAX1 inh-2	SMARCA2 activ
CNC(=O)C1CC(=O)N(CCc2ccc(OC)cc2)C(=Nc2ccc(OC)cc2)S1 (stereo unspecified)	-1	-1.3	3	2	-2.2	-3	-0.9	0	-3.0	-1.5	0
O=C(COc1ccc2ccc(=O)oc2c1)NC1CCCCC1	-42	-0.9	-2	-38	1.1	-70	1.1	-4	-0.1	-0.8	-2
O=C(Nc1ccc(NC(=O)c2ccco2)cc1)c1ccc2c(c1)OCO2	-2	-2.0	-1	-3	-3.7	-9	-0.8	10	0.1	-0.6	0
CN(C)S(=O)(=O)c1cccc(C(=O)NCc2ccco2)c1	0	-0.8	9	-3	-0.9	-3	0.3	-1	0.2	-0.9	-3
CC1CCCN(S(=O)(=O)c2ccc(S(=O)(=O)N3CCCN(Cc4ccccc4)C3)cc2)C1 (stereo unspecified)	5	-0.9	1	2	0.8	2	1.1	3	-0.7	-0.3	-3
Cc1ccc(S(=O)(=O)NNC(=O)Nc2ccc([N+](=O)[O-])cc2)c(C)c1	1	-1.1	1	1	-1.4	2	-0.4	-1	3.5	-0.2	3
COc1ccc(CCNC(=O)COc2ccc(N(C)S(=O)(=O)c3ccc(C)cc3)cc2)cc1OC	-9	-2.0	-2	-3	-2.2	0	-2.1	-7	0.6	-0.9	0
COc1cc(OC)c(C(=O)OCN2C(=O)c3ccccc3C2=O)cc1OC	-1	-0.9	-2	4	0.5	1	0.6	-4	0.2	0.1	-2
C=C(C)COC(=O)C1CC2OC2CC1C(=O)OCC(=C)C (stereo unspecified)	2	-1.3	0	1	-0.5	-1	-1.2	7	-1.2	-0.3	4
COCCCNS(=O)(=O)c1ccc(Cl)c(C(F)(F)F)c1	-6	-0.7	-8	-2	-1.4	-5	-1.9	-1	-2.0	-0.2	0
CCc1nc2ccc(C(=O)NCc3ccc4c(c3)OCO4)cn2c1N(CCC(C)C)CCN(C)C	2	-1.0	1	-5	-0.5	-2	/	-2	-0.5	0.3	-2
CC(C)(C)n1nc(Cc2cccc3ccccc23)c(C#N)c1N	10	-1.1	-3	4	-1.6	6	0.4	4	-0.3	-0.5	-1
Cc1ccc(C)c(S(=O)(=O)NCC(=O)Nc2sc3c(c2C(N)=O)CCC(C)C3)c1 (stereo unspecified)	-3	-1.2	-5	-3	-0.7	-2	0.6	5	-1.1	-0.8	0
CCOC(=O)Cc1c(-c2cccc(Cl)c2)nc2c3ccccc3ccn12	-21	-0.6	4	-19	1.7	-7	/	4	8.8	-0.9	-2
COCCn1nnnc1C(C(C)C)N(Cc1cccnc1)Cc1cc2cc(OC)ccc2[nH]c1=O (stereo unspecified)	-25	-1.5	-2	-17	0.5	-31	1.2	0	-1.1	-0.6	0
Nc1nc(-c2ccco2)nn1C(=O)c1ccc(F)cc1	-4	-1.3	3	1	-0.6	-6	-0.6	-6	-1.9	1.0	-1
COC(=O)[C@@H]1C[C@@]2(O)[C@H](O)[C@H](O)[C@H](O)C[C@H]2N1Cc1cccc2ccccc12	-1	-0.2	-1	-3	-1.5	-2	1.4	-1	-0.3	0.1	-1
Cc1nnc(SCC(=O)NC(C)(C)C)n1C1CCCCC1	2	-0.5	1	0	0.3	-1	0.6	-3	-2.5	-0.2	-2
Cc1ccc(-n2nc3c(=O)n(CC(=O)NC4CCCCC4)nc(C)c3c2C)cc1	-2	-1.2	2	3	-1.4	-2	-0.7	-3	1.6	-1.1	0
N#C/C(=C(/O)c1ccc([N+](=O)[O-])cc1)c1nc2ccccc2[nH]1	-5	-0.8	2	-3	-0.9	-3	/	-11	0.1	-0.7	1
CNS(=O)(=O)c1ccc(N2CCCC2)c([N+](=O)[O-])c1	-10	-0.8	1	-2	0.7	-2	-0.6	3	1.4	-0.5	-1
COc1ccc(NC(=O)Cn2nc(C(F)(F)F)c3c2CCCC3)c(OC)c1	-4	-2.0	0	3	-0.7	1	-0.5	-1	-0.2	-0.5	2
COC(=O)c1cc(CNC(=O)c2sccc2-c2ccccc2)ccc1OC	-9	-1.6	3	3	0.0	-2	-0.7	2	-1.0	-2.3	-1
O=C(Nc1nc(-c2ccco2)c(-c2ccco2)s1)c1c(F)cccc1Cl	-167	-0.1	1	-131	-0.3	-1	-0.2	-18	-0.5	-1.4	-1
COc1cccc(-n2c(Cc3cc(=O)[nH]c(=O)[nH]3)nnc2SCc2cccnc2)c1	1	-0.8	-1	0	-0.1	-1	0.8	-1	-1.1	0.5	2

Fetched by compound from the list above (3):
SMILES	PLCb3 inh	ssDAF12 agonist	MBD2 inh	PLCg1 inh	hcDAF12 agonist	ADAM17 inh	DAX1 inh-1	NR1D1 modulator	hgDAF-12 ag	DAX1 inh-2	SMARCA2 activ
CCOC(=O)Cc1c(-c2cccc(Cl)c2)nc2c3ccccc3ccn12	-21	-0.6	4	-19	1.7	-7	/	4	8.8	-0.9	-2
CNC(=O)C1CC(=O)N(CCc2ccc(OC)cc2)C(=Nc2ccc(OC)cc2)S1 (stereo unspecified)	-1	-1.3	3	2	-2.2	-3	-0.9	0	-3.0	-1.5	0
O=C(Nc1nc(-c2ccco2)c(-c2ccco2)s1)c1c(F)cccc1Cl	-167	-0.1	1	-131	-0.3	-1	-0.2	-18	-0.5	-1.4	-1

New compounds follow:
SMILES	PLCb3 inh	ssDAF12 agonist	MBD2 inh	PLCg1 inh	hcDAF12 agonist	ADAM17 inh	DAX1 inh-1	NR1D1 modulator	hgDAF-12 ag	DAX1 inh-2	SMARCA2 activ
CCC(C)(C)NC(=O)COc1ccc(C(=O)c2ccccc2)cc1	2	-1.8	-5	1	-2.5	-4	2.8	4	0.8	-0.3	-6
NCCCCCc1nnc(SCC(=O)Nc2cccc(Cl)c2)o1	-1	-1.5	4	-2	-2.1	-1	2.4	-7	1.8	0.3	-2
CCCSC1=N/C(=C\C=C\c2ccco2)C(=O)S1	-23	-1.2	57*	-3	1.4	-1	0.6	-20	2.7	-0.3	1
COc1ccc(CC(=O)N(Cc2ccccc2)c2ccccc2)cc1S(=O)(=O)N1CCOCC1	-7	-0.2	2	4	-3.3	-2	-2.5	-2	-4.2	-5.7	2
COc1ccc(CNC(c2ccccc2)c2ccc(Cl)cc2)cc1 (stereo unspecified)	-6	-1.4	-5	4	-1.1	-5	0.0	-1	1.6	-0.2	-2
Cc1cccc(C)c1NC(=O)N1C(C(=O)O)CSC1C(=O)O (stereo unspecified)	3	-0.2	1	1	-0.6	-3	0.7	2	3.1	-0.6	0
CC(C)C(=O)Nc1nnc(SCC(=O)NCc2ccco2)s1	3	-1.1	-4	1	1.9	0	-2.4	-3	5.4	-0.2	2
CCOC(=O)c1cn(CC)c2cc3c(cc2c1=O)OCO3	-23	-1.4	0	-15	-1.5	-17	-0.2	-1	2.7	-0.5	0
CC1CCC(NC(=O)CN2C(=O)NC3(CCCCC3C)C2=O)CC1 (stereo unspecified)	-5	-0.3	-6	4	-1.2	1	0.3	1	-1.1	0.0	3
CC(C)c1cc(C(=O)NNC(=S)NC2CCCCC2)cs1	-9	-1.3	0	-4	-2.5	-2	1.1	0	-2.1	-1.1	1
CC(=O)Oc1ccccc1C(=O)N1CCN(S(=O)(=O)c2ccc3ccccc3c2)CC1	-4	-1.6	2	2	-0.1	-2	1.4	5	0.8	-0.5	-2
O=C(Nc1cc(Cl)ccc1O)C1CC(c2c(F)cccc2Cl)=NO1 (stereo unspecified)	-4	-1.1	3	10*	-1.4	9.6*	-1.6	2	-0.6	-0.1	-2
COC(=O)c1cc(C(=O)N2CCN(c3ccccc3OC)CC2)cc([N+](=O)[O-])c1	4	-1.6	-1	1	-1.1	2	0.3	-4	-0.8	-1.8	0
Cc1ccc2c(c1)C1(C)C(C(C)(C)N2C=O)C1(Cl)Cl (stereo unspecified)	-6	-0.1	0	5	-0.9	-1	-0.1	-2	0.3	-0.3	0
CC(C)CCN(Cc1ccco1)S(=O)(=O)c1csc(C(N)=O)c1	-5	-1.7	2	1	-2.0	1	0.4	-1	2.0	1.3	-2
c1ccc(-c2nnc3sc(C4CCCCC4)nn23)cc1	0	-1.7	2	-1	-1.8	-2	/	-3	-0.5	-0.4	0
Cn1cccc1/C=N/NC(=O)c1cc2ccccc2cc1O	-87	-2.5	-1	-48	0.0	1	-1.4	2	-0.3	-0.1	1
COc1ccc(Cl)cc1NS(=O)(=O)c1ccc2c(c1)NC(=O)CCS2	-8	-0.8	1	2	0.7	-3	0.1	-11	-2.0	-0.6	-2
CC(C)CC(COCc1cccc(Cl)c1)N1CCN(C(=O)c2ccc(C(F)(F)F)cc2)CCC1=O (stereo unspecified)	0	-1.3	-4	1	-1.9	3	-0.3	-2	-1.5	-1.0	0
COCCNC(=O)c1cc(-c2ccccc2)n(CC2CC(c3ccc(OC)cc3)=NO2)n1 (stereo unspecified)	-1	-1.5	-3	0	-2.7	-3	-2.0	-2	-2.3	-0.4	0
CC(Oc1ccc(Cl)cc1)C(=O)NCCCn1ccnc1 (stereo unspecified)	3	-1.2	-2	-1	-0.8	-4	-0.3	3	0.0	1.8	2
CN1CCN(c2ncnc3c2[nH]c2ccc(F)cc23)CC1	-155	-1.1	1	-114	-1.8	-103	-1.3	6	-3.0	-0.3	-1
C=CCC[C@@H](Cc1ccc(F)cc1)C(=O)OC[C@H](Cc1c[nH]c2ccccc12)NC(=O)[C@@H](CC=C)CC(=O)N(CCO)Cc1ccccc1	5	-1.8	-4	7	-2.2	21*	-0.3	0	-2.7	-0.6	-2
N#CC1=C(N)N(c2ccc(Cl)c(Cl)c2)C(=O)C1	-18	-2.0	3	-11	0.1	-2	-1.1	2	2.9	0.5	-4
CC(C)OC(=O)C1C(=O)CC(C)(O)C(C(=O)OC(C)C)C1c1ccc(F)cc1 (stereo unspecified)	6	-0.7	5	-6	-1.3	-4	0.6	1	-0.1	-0.4	-3
COC(=O)c1cccc(C(=O)N2CCCC(C(=O)c3cc(F)ccc3F)C2)c1 (stereo unspecified)	-3	-2.2	3	2	-3.3	-1	-0.7	4	-0.8	-0.1	0
CN(CC(=O)Nc1cccc2ccccc12)C(=O)/C=C/c1cccs1	5	-0.7	-6	0	0.9	2	0.6	4	2.3	0.2	-1
CC(C)NCCCOc1ccc(Cl)cc1Br	2	-1.6	-3	3	-2.8	2	0.0	-3	-5.5	-0.6	2
COCCNC(=O)C1CCCN(C(=O)c2ccc3ccccc3n2)CC1 (stereo unspecified)	2	-0.6	4	0	2.3	-5	/	-5	-0.5	0.2	-3
